DENV2 CPE rescue – inhibitors of DENV2 cytopathic effect | DENV2-infected cells, cytopathic effect rescue, plate reader | CPE inhibition, % at 9.99 µM | hit rate 1.7% among 350,000 | AID 651640; in the data active means CPE inhibition above about 20%, passing the limit was not always enough; inconclusive means no clear call, values can overlap the other calls; tested in BHK-21 cells;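 further: 0% = median of neutral control wells and 100% = median of positive control wells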
ERp5 inh – ERp5 (human) disulfide isomerase inhibition; Q15084; ERp5 insulin aggregation, absorbance 650 nm, 90 min; inhibition, % at 9.99 µM; hit rate 0.05% among 350,000; AID 651711;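 active means mean replicate inhibition above about 25%, with every replicate also reaching it, limit read from the data, passing the limit was not always enough; inconclusive means only one of those two criteria met; inactive means neither criterion met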
C2C12 statin – suppression of simvastatin myotoxicity. AID 602340. C2C12 myotubes + simvastatin, ATP luminescence, 48 h; scaled: DMSO 0, geranylgeraniol control 100. rescue of ATP level, % at 7.49 µM. hit rate 0.78% among 330,000;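 active means mean ATP rescue above about 67%, or every replicate alone reaching that limit, limit read from the data, passing the limit was not always enough; inconclusive means no clear call, values can overlap the other calls; inactive means mean under the limit and some replicate under it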;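 further: myotubes were challenged with 10 µM simvastatin during compound exposure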
E-selectin induc – E-selectin induction on HUVECs. P16581. HUVEC E-selectin immunofluorescence imaging; normalized: neutral wells 0, TNF-alpha wells 100. activation, % at 7.58 µM. hit rate 0.37% among 260,000. AID 686992;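 active means mean E-selectin-positive cell signal at least 10% of the positive control, reached in at least 60% of replicates, without over 20% cell loss; inconclusive means no rule given, readout overlaps actives, possibly toxicity-flagged; inactive means the rest, including those meeting only one limit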;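 further: in these data hits start at about 27%; measured in HUVEC primary endothelial cells; signal is the percent of cells scored E-selectin positive by PE staining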
Target sequence (P16581 whole entry, looked up): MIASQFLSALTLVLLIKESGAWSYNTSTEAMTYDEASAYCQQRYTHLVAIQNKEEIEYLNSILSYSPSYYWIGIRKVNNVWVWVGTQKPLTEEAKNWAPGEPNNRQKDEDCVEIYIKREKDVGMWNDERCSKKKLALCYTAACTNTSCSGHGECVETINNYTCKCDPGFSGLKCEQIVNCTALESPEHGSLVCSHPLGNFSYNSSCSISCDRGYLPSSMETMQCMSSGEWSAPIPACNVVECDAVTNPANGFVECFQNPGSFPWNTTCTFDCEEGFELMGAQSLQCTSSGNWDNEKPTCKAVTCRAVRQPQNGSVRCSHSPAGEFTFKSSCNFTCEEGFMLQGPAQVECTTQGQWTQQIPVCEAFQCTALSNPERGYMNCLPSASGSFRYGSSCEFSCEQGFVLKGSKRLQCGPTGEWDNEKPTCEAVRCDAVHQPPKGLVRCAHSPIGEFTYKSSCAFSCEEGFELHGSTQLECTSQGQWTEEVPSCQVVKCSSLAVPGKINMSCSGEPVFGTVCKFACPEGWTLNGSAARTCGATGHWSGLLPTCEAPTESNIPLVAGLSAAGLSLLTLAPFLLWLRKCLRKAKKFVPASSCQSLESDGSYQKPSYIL
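Read-out basis: % PE-positive cells; Test system: HUVEC primary endothelial cells; Technique: immunofluorescence imaging; Dosing: single-point compound dose.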
S100A4 inh HTS – blocks human S100A4 binding to myosin IIA peptide; hit rate 0.14% among 360,000; inhibition, % at 10.7 µM; S100A4/TAMRA-MyoIIA peptide fluorescence polarization;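 active means mean inhibition of at least 70% across replicates, with every replicate also reaching that level; inconclusive means mean inhibition reaches 70% but some replicates fall short; inactive means mean inhibition below 70%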
Target sequence (P26447 whole entry, looked up): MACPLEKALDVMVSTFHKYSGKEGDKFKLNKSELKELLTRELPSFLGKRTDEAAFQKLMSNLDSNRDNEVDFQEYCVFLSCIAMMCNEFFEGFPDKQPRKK
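assay system = human S100A4 monomer with TAMRA-labelled myosin IIA peptide | also added = labelled myosin peptide probe, 5 nM | incubation = 5 min between mix addition and reading | control set = DMSO and TFP controls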
PglD DTNB – PglD (C. jejuni) enzyme inhibition; purified PglD enzyme, DTNB colorimetric CoA detection; inhibition, % at 12.5 µM; hit rate 0.098% among 360,000; AID 602405; in the data active means inhibition above about 16%, passing the limit was not always enough; inconclusive means no clear call, values can overlap the other calls; further: strong numbers were not always called active
SIRT5 inh – blocks human SIRT5 desuccinylation of peptide; Purified SirT5, succinyl-peptide AMC, trypsin-coupled fluorescence; inhibition, % at 15 µM; hit rate 1.1% among 330,000; AID 652115; in the data active means inhibition above about 15%; inconclusive means no clear call, values can overlap the other calls
Target sequence (Q9NXA8 whole entry, looked up): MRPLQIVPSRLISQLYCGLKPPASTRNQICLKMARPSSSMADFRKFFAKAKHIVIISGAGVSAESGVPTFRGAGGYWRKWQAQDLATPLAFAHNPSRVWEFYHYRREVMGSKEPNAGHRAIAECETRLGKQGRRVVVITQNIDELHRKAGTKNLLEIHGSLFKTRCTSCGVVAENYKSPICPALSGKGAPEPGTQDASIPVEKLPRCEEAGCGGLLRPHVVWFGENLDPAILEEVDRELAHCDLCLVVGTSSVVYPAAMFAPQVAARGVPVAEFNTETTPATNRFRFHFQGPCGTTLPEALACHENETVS
* marks the source's active call; other numbers are inactive results; ? = inconclusive; . = not tested or not shown. The list is partial. The share of hits here may be higher or lower than overall.

Structure	DENV2 CPE rescue	ERp5 inh	C2C12 statin	E-selectin induc	S100A4 inh HTS	PglD DTNB	SIRT5 inh
CC(C)c1ccc(OCC(=O)NCc2n[nH]c(=O)c3ccccc23)cc1	-4	6	-3	-0.3	-6	-5	0
O=C(C[C@H]1C[C@@H]2c3cc(NC(=O)NC4CCCCC4)ccc3O[C@@H]2[C@@H](CO)O1)NCC(F)(F)F	-9	9	-5	0.7	13	1	2
C[C@@H]1CCCCO[C@H](CN(C)C(=O)NC2CCCCC2)[C@H](C)CN([C@H](C)CO)C(=O)c2cc(NC(=O)Nc3ccc(C(F)(F)F)cc3)ccc2O1	31*	-3	.	1.0	-12	-2	2
O=C(NC(Cc1ccccc1)C(=O)O)/C(=C\c1ccco1)NC(=O)c1ccco1 (centres undefined)	-8	6	.	0.1	-4	.	2
CC(C)c1ccc(Nc2n[nH]c(=S)s2)cc1	-3	5	.	-0.1	-6	.	2
Cc1ccc(C)c(N(CC(=O)NC2CCCCC2)C(=O)c2csnn2)c1	-3	1	10	.	-2	0	2
O=C(C1CC(=O)N(c2ccc3c(c2)OCCO3)C1)N1CCN(Cc2ccccc2)CC1 (centres undefined)	-5	-1	8	-1.6	-13	-3	2
CC(=O)Nc1ccc(NC(=O)c2ccc(N(C)S(=O)(=O)c3ccc(C)cc3)cc2)cc1	9	1	-18	0.0	1	-1	7
O=C(O)COc1cccc(NC(=O)C2CCCO2)c1 (centres undefined)	.	4	6	.	0	-2	-1
COc1ccc2c3c([nH]c2c1)[C@H](CO)N(C(=O)c1ccncc1)CC31CCN(C(=O)CC2CC2)CC1	7	0	.	-0.4	7	.	2
COc1ccc(N(C(=O)c2csnn2)C(C(=O)NC2CCCC2)c2cccs2)cc1 (centres undefined)	8	7	18	0.0	10	-4	-2
OC1COC(c2ccccc2)OC1C1OC(c2ccccc2)OCC1O (centres undefined)	16	-3	2	.	-22	-5	8
Nc1ccn([C@@H]2O[C@H](C(=O)N[C@H](Cc3ccccc3)C(=O)NCC(=O)N3CCOCC3)[C@@H](O)[C@H]2O)c(=O)n1	-7	-3	.	0.1	-3	.	2
COc1ccc(CNC(=O)CC(C)S(=O)(=O)c2ccc3c(c2)NC(=O)CO3)cc1 (centres undefined)	1	5	-3	0.0	-3	-11	0
CCN(CC)CCCN1C(=O)C(=O)/C(=C(/O)c2c(C)nc3ccccn23)C1c1ccc(C)o1 (centres undefined)	10	4	.	0.0	0	.	-6
O=C(Cc1cccc(NC(=O)C2CCN(C(=O)C3CCC3)CC2)c1)Nc1cccc(C(=O)N2CCCCC2)c1	-1	-1	-5	.	0	2	1
Cc1ccccc1C(=O)Nc1c2c(nc3ccccc13)CCCC2	3	2	.	.	-7	-5	.
O=C(c1cccc(NC2=NC3CS(=O)(=O)CC3S2)c1)N1CCN(c2cccc(Cl)c2)CC1 (centres undefined)	-2	4	-1	-0.2	1	-3	-3
CNC[C@H]1Oc2ccc(NS(=O)(=O)c3ccc(OC)cc3)cc2CC(=O)N([C@@H](C)CO)C[C@@H]1C	7	5	20	60*	-2	-2	4
CC(C)/C=C1\CC/C(=C\c2ccc(N(C)C)cc2)C1=O	.	0	.	.	-33	.	10
C[C@H](CO)N1C[C@H](C)[C@@H](CN(C)S(=O)(=O)c2cccs2)Oc2ccc(N(C)C)cc2CC1=O	-4	-3	-22	0.1	0	-6	6
Cc1cc(OCC(=O)Nc2ccc(CN3CCCCC3)cc2)ccc1Cl	2	5	.	.	-5	.	-3
COc1cc(OC)cc(C(=O)N[C@H](C(=O)OCC(=O)Nc2ccc(F)c(F)c2F)C(C)C)c1	3	0	-11	2.3	-5	7	5
CC(=O)N1CCN(C(=O)c2cc(S(=O)(=O)N(C)c3ccc(F)cc3)ccc2Cl)CC1	-2	4	-10	.	6	2	-4
CC(C)c1nnc(NC(=O)CCC(=O)N2CCN(c3ccccc3F)CC2)s1	2	-2	4	-0.1	0	1	-3
C/C=C/c1ccc([C@H]2[C@@H](CNC(C)=O)N(C(=O)Cc3ccncc3)[C@H]2CO)cc1	-10	-3	15	0.1	1	2	5
COc1ccccc1NC(=O)N(C)C[C@@H]1Oc2ncc(Br)cc2C(=O)N([C@@H](C)CO)C[C@H]1C	-2	8	12	-0.1	3	-1	-3
Cc1nc(-c2ccc(NC(=O)C3CC3)cc2)cs1	2	0	-62	-0.1	24	-1	-2
COc1ccc(NC(=O)CSc2nc3scc(C)c3c(=O)[nH]2)cc1	-14	3	.	-0.3	-1	-2	1
O=C(C[C@H]1C=C[C@H](NS(=O)(=O)c2ccc(F)cc2)[C@@H](CO)O1)NC1CCCCC1	.	-1	3	0.1	1	2	0

Entries above printed as active in DENV2 CPE rescue:
Structure	DENV2 CPE rescue	ERp5 inh	S100A4 inh HTS	PglD DTNB	SIRT5 inh
C[C@@H]1CCCCO[C@H](CN(C)C(=O)NC2CCCCC2)[C@H](C)CN([C@H](C)CO)C(=O)c2cc(NC(=O)Nc3ccc(C(F)(F)F)cc3)ccc2O1	31*	-3	-12	-2	2

Arranged by the number under ERp5 inh (smallest number first): four of the compounds above
| canonical_smiles | ERp5 inh |
| --- | --- |
| COc1ccc(NC(=O)CSc2nc3scc(C)c3c(=O)[nH]2)cc1 | 3 |
| O=C(O)COc1cccc(NC(=O)C2CCCO2)c1 (centres undefined) | 4 |
| CNC[C@H]1Oc2ccc(NS(=O)(=O)c3ccc(OC)cc3)cc2CC(=O)N([C@@H](C)CO)C[C@@H]1C | 5 |
| O=C(C[C@H]1C[C@@H]2c3cc(NC(=O)NC4CCCCC4)ccc3O[C@@H]2[C@@H](CO)O1)NCC(F)(F)F | 9 |

Following part:
Structure	DENV2 CPE rescue	ERp5 inh	C2C12 statin	E-selectin induc	S100A4 inh HTS	PglD DTNB	SIRT5 inh
C[C@@H]1CCCCO[C@@H](CN(C)Cc2ccc(C(=O)O)cc2)[C@H](C)CN([C@H](C)CO)C(=O)c2cc(NC(=O)CCCN(C)C)ccc2O1	-5	0	.	-0.1	130*	5	-5
C[C@@H]1CCCCO[C@H](CN(C)C(=O)c2ccncc2)[C@H](C)CN([C@@H](C)CO)C(=O)c2cc(NS(=O)(=O)c3ccc(Cl)cc3)ccc2O1	15	-2	.	-0.3	-4	-2	1
CCOc1cccc(CNCc2cccnc2)c1OCc1ccccc1	-1	2	.	.	-10	.	11
Cc1cc(C)cc(NC(=O)N2CCCN(Cc3c(F)cccc3Cl)CC2)c1	-3	-1	-4	3.6	-5	0	-3
COc1ccc(NC(=O)Nc2cccc3c2O[C@@H](CN(C)S(=O)(=O)c2ccc(OC)cc2)[C@H](C)CN([C@@H](C)CO)C3=O)cc1	-11	-5	34	-0.4	-15	6	1
COc1ccc(CN2C(=O)c3cccnc3C2Nc2cc(Cl)ccc2OC)cc1 (centres undefined)	.	3	18	.	-8	-1	0
O=C(C1CCOCC1)N1C[C@H]2[C@@H](c3ccccc31)[C@@H](CO)N2Cc1ccccc1Cl	15	0	-9	0.3	5	2	2
O=C(C1CCC(CNc2c(N3CCCCC3)c(=O)c2=O)CC1)N1CCCCC1 (centres undefined)	1	3	16	-0.2	2	1	.
CC(C)c1ccc(Nc2c([N+](=O)[O-])c(=O)n(C)c3ccccc23)cc1	2	8	.	.	1	-1	-5
O=c1c2ccccc2nnn1Cc1ccccc1	-2	-3	-2	.	8	.	-4
Cc1ccc(N2CCN(S(=O)(=O)c3ccc4oc(=O)ccc4c3)CC2)c(C)c1	4	-3	5	.	-3	3	-3
CC(C)N(C[C@@H]1N[C@@H](CO)[C@H]1c1ccccc1)C(=O)CN1CCOCC1	2	4	-10	0.0	7	-3	2
COC(=O)C1(C(O)C(=O)c2ccc(C)cc2C)CCCCC1 (centres undefined)	.	.	6	-0.1	.	-2	.
CCOC1=C2[C@@H](CN(S(=O)(=O)c3ccc(C)cc3)[C@H]2c2ccccc2)[C@H]2C(=O)N(c3ccccc3)C(=O)[C@H]2C1	?	-20	6	-0.1	-2	3	-2
C/C=C/c1cnc2c(c1)C(=O)N([C@@H](C)CO)C[C@@H](C)[C@H](CN(C)C(=O)CN1CCOCC1)O2	2	-2	-3	0.9	-6	-3	4
CCn1c(SCC(=O)N2CCCC2=O)nc2ccccc21	-2	-7	-39	-1.3	-2	2	.
COc1ccc(-c2cc(C)no2)cc1S(=O)(=O)NCC(C)c1ccccc1 (centres undefined)	3	2	-2	.	-30	0	-6
CC(NS(=O)(=O)/C=C/c1ccccc1)c1ccccc1 (centres undefined)	-6	-1	-1	-5.5	2	-5	1
Cc1ccc(NC(=O)Nc2ccccc2CC[N+](=O)[O-])cc1	-1	12	.	.	-3	-1	-6
C[C@@H]1CN([C@@H](C)CO)C(=O)c2cc(C#Cc3ccccc3)cnc2O[C@@H]1CN(C)C(=O)CCN1CCCCC1	0	7	-9	-0.1	61	-2	11
CCOc1ccc(CCNC(=O)c2nnn(CC(=O)Nc3c(C)cc(C)cc3C)c2N)cc1OCC	-1	-22	12	.	-6	1	-2
CC(C)(C)C(=O)COC(=O)CCc1nc2ccccc2[nH]c1=O	3	-5	.	.	-2	.	-1
Cc1cccc(NC2=C(Cl)C(=O)OC2OC(=O)c2ccco2)c1 (centres undefined)	13	-3	.	.	5	.	-2
O=C1Nc2ccccc2C(=O)N(C2CCCC2)C1C(=O)NC1CC1 (centres undefined)	35*	-1	.	0.0	-1	.	-1
O=C(COC(=O)c1cc(Cl)ccc1[N+](=O)[O-])NCc1ccc(Cl)cc1Cl	?	-5	23	0.8	8	4	1
CO[C@@H]1CN(C)C(=O)c2cc(NC(=O)c3ccc(F)cc3)ccc2OC[C@H](C)N(C)C[C@H]1C	-1	-3	-2	0.0	31	-5	-1
CC(=O)N1CCc2cc(C(=O)CN3CCN(c4ccccn4)CC3)ccc21	-2	-4	11	-0.1	-2	-9	0
CCCN1C[C@H](C)[C@@H](OC)CN(C)C(=O)c2cc(NC(=O)NC3CCCCC3)ccc2OC[C@H]1C	2	2	-1	-0.3	6	-1	4
C[C@H](CO)N1C[C@H](C)[C@@H](CN(C)C)Oc2ccc(NC(=O)c3ccncc3)cc2CC1=O	-1	-2	19	-2.0	-1	-2	-3
C[C@@H]1CN([C@H](C)CO)S(=O)(=O)c2ccc(-c3ccccc3F)cc2O[C@H]1CN(C)S(C)(=O)=O	-3	1	-17	3.7	16	1	-6
Cc1noc(/C=C/c2ccccn2)c1[N+](=O)[O-]	-12	4	12	-0.2	3	-7	-5
O=Nc1c(-c2cccc([N+](=O)[O-])c2)nc2ncccn12	0	.	.	.	3	2	-7
C[C@@H]1CN([C@@H](C)CO)C(=O)c2cc(NS(=O)(=O)c3cn(C)cn3)ccc2O[C@@H](C)CCCCO[C@@H]1CN(C)S(=O)(=O)c1ccccc1	-3	-4	.	.	0	6	-6
COc1ccc(S(=O)(=O)NC2CCCCC2)cc1C	-1	-1	16	.	-30	6	-2
COCCN(C(=O)Cc1csc(-c2cccc(Cl)c2)n1)c1c(N)n(Cc2ccccc2)c(=O)[nH]c1=O	6	-6	-4	0.4	0	4	-5
Cc1cc(N2CCN(C3CCCCC3)CC2)n2nc(C)nc2n1	-2	6	2	0.0	-2	-3	6
CC(CNC(=O)CC[C@H]1O[C@@H](n2cnc3c(NC(=O)c4ccccc4)ncnc32)[C@H](O)[C@@H]1O)c1ccccc1 (some centres undefined)	-14	5	-7	-0.1	0	0	-3
N/C(=N\N=C\c1ccc2c(c1)OCO2)c1nonc1N	3	3	.	-1.5	1	.	-5
CN(C[C@H]1N[C@@H](CO)[C@H]1c1ccc(C2=CCCC2)cc1)S(C)(=O)=O	-1	5	-7	0.1	-9	1	2

Screening results from PubChem.
